Screening results deposited in PubChem BioAssay by National Center for Advancing Translational Sciences (NCATS).
HEK293 tox = qHTS of GLP-1 Receptor Inverse Agonists: Cytotox Screen. HEK293 cAMP-luciferase reporter cells, luminescence, 24 h. Potency, µM (highest dose often 38.3 µM), for inactives: top-dose activity change, negative = inhibition, most hits filed as inhibitors. 410,000 compounds, 0.13% hits;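 also: loss of luciferase light is scored as toxicity; potency is read from the fitted curve at half-maximal effect; % is scaled to controls: 0 for no effect and ±100 for the full control effect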
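Quantitative HTS format, 1536 wells, 200 cells/uL seeded. Compounds: 23 nL, 24 h, 37 °C. Detection: luciferase reagent, luminescence at 12 min RT; decreased signal taken as cytotoxic.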
PTHR1 agonist = qHTS for PTHR1 Agonists: Primary Screen; Parathyroid hormone/parathyroid hormone-related peptide receptor (Homo sapiens), Q03431; HEK293 GP2 PTHR1 cells, GloSensor cAMP luminescence, 1 h; Potency, µM (highest dose often 115 µM), without a hit: top-dose activation, actives largely listed as activators; 410,000 compounds, 0.075% hits; AID 743266, 2014; also: potency is read from the fitted curve at half-maximal effect; nearly all actives have a fitted effect of over 55% in size; some results filed as inactive show a strong effect at the top dose; inactives centre near -15; many of its hits are not listed in these tables
Target sequence (Q03431 whole entry, looked up): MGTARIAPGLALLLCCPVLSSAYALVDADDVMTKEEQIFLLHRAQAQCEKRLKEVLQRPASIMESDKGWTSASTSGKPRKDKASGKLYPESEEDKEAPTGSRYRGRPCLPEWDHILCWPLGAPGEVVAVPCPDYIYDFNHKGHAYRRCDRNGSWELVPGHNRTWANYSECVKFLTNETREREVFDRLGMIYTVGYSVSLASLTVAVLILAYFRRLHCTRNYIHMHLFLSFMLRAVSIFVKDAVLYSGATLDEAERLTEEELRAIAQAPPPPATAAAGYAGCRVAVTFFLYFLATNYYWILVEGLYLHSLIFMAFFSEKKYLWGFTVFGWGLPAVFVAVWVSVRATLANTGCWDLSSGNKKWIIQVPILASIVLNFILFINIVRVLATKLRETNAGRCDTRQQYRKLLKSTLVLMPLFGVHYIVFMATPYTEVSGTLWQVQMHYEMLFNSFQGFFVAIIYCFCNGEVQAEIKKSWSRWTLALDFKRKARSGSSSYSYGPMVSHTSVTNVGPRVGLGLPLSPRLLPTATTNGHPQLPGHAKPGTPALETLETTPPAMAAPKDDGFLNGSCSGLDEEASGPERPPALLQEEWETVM
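HEK-293-derived GP2 cells expressing PTHR1 and a GloSensor cAMP reporter, 3,000/well, plated overnight, given luciferin plus IBMX (each 0.5 mM as added) for 1 h at 37 °C, then compound for 1 h at 37 °C. Luminescence was read after 15 min at room temperature.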
MmCpn inh = Inhibitors of TCP-1 ring complex (TRiC) of Methanococcus maripaludis (MmCpn): qHTS | purified Mm-Cpn ATPase, ADP Transcreener TR-FRET | Chaperonin Mm-Cpn (Methanococcus maripaludis) | Potency, µM (top dose mostly 76.9 µM), inactives show top-dose activity, negative = inhibition, hits mostly inhibitors | 330,000 compounds, 0.031% hits; also: potency is read from the fitted curve at half-maximal effect; % is scaled to controls: 0 for no effect and ±100 for the full control effect; nearly all actives have a fitted effect of over 80% in size
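25 nM Mm-CPN + cpd, 10 min 37°C; + 10 uM ATP, 30 min 37°C; buffer 30 mM Tris pH 7.4, 100 mM KCl, 5 mM MgCl2, 1 mM DTT; Transcreener ADP HTRF detection 30 min RT.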
Abeta yeast res = qHTS for compounds that reverse cellular toxicity of Amyloid beta (A-beta) peptide in yeast: Primary Screen; AID 1347071, 2019; 410,000 compounds, 0.063% hits; yeast expressing A-beta42, growth rescue, OD600, 48 h; response scale: 0% DMSO, 100% iron-clioquinol control; Potency, µM (titrated, usually from 46.1 µM), for inactives: at the top dose growth rescue, most hits filed as activators; also: potency is read from the fitted curve at half-maximal effect; nearly all actives have a fitted effect of over 55% in size
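Yeast growth medium received pinned compounds, then yeast cells expressing toxic A-beta were added; plates incubated at 30 C for 48 hr. Growth read as absorbance at 600 nm, normalized to DMSO and equimolar FeCl3 plus clioquinol controls.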
GLP1R inv ag = qHTS of GLP-1 Receptor Inverse Agonists (Inhibition Mode) | Potency, µM (doses to about 38.3 µM), for inactives: top-dose activity change, negative = inhibition, most hits filed as inhibitors | Glucagon-like peptide 1 receptor (Homo sapiens), P43220 | HEK293 GLP-1R CRE-luciferase, luminescence, 24 h; GLP-1R form is constitutively active | 410,000 compounds, 1.6% hits; also: potency is read from the fitted curve at half-maximal effect; % is scaled to controls: 0 for no effect and ±100 for the full control effect; nearly all actives have a fitted effect of over 55% in size
Target sequence (P43220 whole entry, looked up): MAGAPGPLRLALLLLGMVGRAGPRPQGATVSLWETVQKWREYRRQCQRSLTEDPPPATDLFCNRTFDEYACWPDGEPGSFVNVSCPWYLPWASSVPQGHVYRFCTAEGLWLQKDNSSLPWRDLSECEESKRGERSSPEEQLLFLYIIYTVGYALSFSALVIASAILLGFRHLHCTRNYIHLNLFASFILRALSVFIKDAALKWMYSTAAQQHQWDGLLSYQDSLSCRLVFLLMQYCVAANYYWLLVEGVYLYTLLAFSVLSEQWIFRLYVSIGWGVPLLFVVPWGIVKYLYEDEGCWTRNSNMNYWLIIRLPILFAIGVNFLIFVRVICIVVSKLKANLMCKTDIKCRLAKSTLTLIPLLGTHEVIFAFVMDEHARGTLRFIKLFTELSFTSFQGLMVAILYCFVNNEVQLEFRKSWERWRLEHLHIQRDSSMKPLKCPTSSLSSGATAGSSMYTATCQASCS
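GLP-1R inverse agonism mode: basal reporter luminescence in engineered HEK293 cells measured after one day of compound exposure at 37 deg C, with a 12 min room-temperature detection step.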
TDP43 rescue = qHTS of TDP-43 Inhibitors; TDP-43 expressing yeast growth rescue, BacTiter-Glo, 24 h; Potency, µM (titrated, usually from 46.1 µM), without a hit: top-dose growth rescue (activation), hits mostly activators; 410,000 compounds, 1.8% hits; also: potency is read from the fitted curve at half-maximal effect; % of control where 0% means no effect; nearly all actives have a fitted effect of over 50% in size
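Growth rescue of TDP-43-toxic yeast measured as ATP luminescence (BacTiter-Glo). Cells grown to mid-log in raffinose, induced in galactose at OD600=0.02, exposed to compound 24 hr at 30 deg C.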
aSyn yeast inh = qHTS of alpha-syn Inhibitors; Yeast expressing alpha-synuclein, growth rescue, BacTiter-Glo, 24 h; Potency, µM (top dose mostly 46.1 µM), for the others: at the highest dose growth rescue (activation), hits mostly activators; 370,000 compounds, 0.14% hits; also: potency is read from the fitted curve at half-maximal effect; % of control where 0% means no effect; nearly all actives have a fitted effect of over 65% in size
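Galactose-induced alpha-syn yeast (OD600=0.02, raffinose-pregrown) + pinned cpd, 24 hr, 30 deg C; growth by BacTiter-Glo luminescence. Growth restoration scores as activation.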
FUS yeast rescue = qHTS for Suppressors of FUS Proteinopathy: Primary screen using FUS-linked yeast assay | AID 1347120, 2019 | S. cerevisiae FUS-expressing, growth rescue, OD600, 24 h | Potency, µM (highest dose often 76.6 µM), for the others: top-dose growth rescue (activation), most hits filed as activators | 390,000 compounds, 0.24% hits;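 also: potency is read from the fitted curve at half-maximal effect; plate controls were DMSO vehicle for no effect and reference control for full effect; nearly all actives have a fitted effect of over 55% in size; some results filed as inactive show a strong effect at the top dose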
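Yeast FUS proteinopathy model; galactose-induced FUS (2%), starting OD 0.005. Cpds in dilution series, 24hr, 30C, 99% humidity. Abs 600 nm growth. Pos ctrl CP55940 (top 92uM final); neg ctrl DMSO.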
Akt phos inh = HTS Assay for Inhibitors of Akt Phophorylation: Primary Screen; Neuro2A IGF-stimulated pAkt S473 HTRF, 20 min; hits give low values; activity change, % for hits at 50 µM; 360,000 compounds, 0.32% hits; in the data active = activity change below about -80%; inconclusive = mostly about -51% to -80%; also: % is scaled to controls: 0 for no effect and ±100 for the full control effect
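Neuro2A cells (4,500/well, DMEM with 0.5% FBS) were treated with compound at a single 50 µM final concentration, stimulated with 6 nM IGF for 20 min at 37 °C, and lysed. Phospho-Akt Ser473 was read by HTRF as 665/615 ratio ×10^4.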
The depositor's hits bear a star; i = inactive; ? = inconclusive; nt = no result given; & = joins results of further samples; [ ] = remark or other dose. Unless noted, calls follow the shape of the dose curve; as a rule, active = well fitted curve in the direction sought with a large enough effect; inconclusive = small, poorly fitted or top-dose-only effect, or another doubt; inactive = no such curve, though single readings can be large; an effect the other way counts as inactive or inconclusive. This is a subset (hit frequency here may not be typical).

Structure | HEK293 tox | PTHR1 agonist | MmCpn inh | Abeta yeast res | GLP1R inv ag | TDP43 rescue | aSyn yeast inh | FUS yeast rescue | Akt phos inh
O=C(Cn1c(=O)oc2cc(S(=O)(=O)N3CCCC3)ccc21)Nc1ccc(C(F)(F)F)cc1 | -2% | -12%[57.5 µM] | 1% | 10% | -4% | -2% | -6% | 16% | i
CCSc1nnc(NC(=O)NC(C)(C(F)(F)F)C(F)(F)F)s1 | -22% | -29% | 0% | 9% | 10µM* | 1% | -9% | 14% | i
CCCOc1c(Br)cc(C(=O)OCC(=O)NC(=O)c2cccn2C)cc1OC | -16% | i | 2% | -11% | 0% | -3% | -3% | nt | i
C=C1CCN(C(CC(C)C)C(=O)OC)S(=O)(=O)c2ccccc21 (stereo not drawn) | 0% | -24% | 0% | 2% | -1% | -7% | 21% | -18% | i
NC(N)=NCc1cccc(I)c1 | -8% | -17% | 1% | -13% | ? | 16% | -6%&1% | -6% | i
Cc1ccc(NS(=O)(=O)c2ccc3c(c2)CC(=O)N3)cc1F | -1% | i | 0% | 7% | 7% | 9% | -2% | nt | i
CC(C)C[C@H]1COc2cccc(N3CCC[C@H]3CO)c2S(=O)(=O)N1 | -2% | i | nt | 18% | 19% | 37% | 5% | -2% | i
CCOCCCN(C(=O)Cn1nnc(-c2ccc(C)o2)n1)C(C(=O)NCC1CCCO1)c1ccc(F)cc1 (stereo not drawn) | 2% | i | 2% | 2% | 4% | -11% | 2% | 7% | i
Cc1ccc(C23OCCN2CCn2nc4ccccc4c23)cc1 (stereo not drawn) | 5% | -16% | -2% | 2% | 4% | 0% | 3% | -23% | i
COc1ccc(C2N(C(=O)CN3CCOCC3)CCN2S(=O)(=O)c2ccccc2)cc1 (stereo not drawn) | -6% | i | 3% | 8% | 12% | 23% | 3% | 8% | i
O=C(Cc1cccc2ccccc12)NN=Cc1ccc2c(c1)CCC2 | 4% | -2% | nt | 8% | 5% | 15% | 1% | -24% | i
Cc1cccc(NC(=S)NCc2ccc3c(c2)cc(C)n3C)c1C | ? | -20% | ? | 1% | ? | ? | 11% | ? | i
O=C1CN(C(=O)COC(=O)c2cnc(Cl)c(Cl)c2)c2ccccc2N1 | -3% | -32%[inhibitor] | 4% | 11% | 8% | -11% | 3% | -26% | i
CC(=O)N1CCc2cc(S(=O)(=O)NC(CC(C)C)C(=O)NCCc3ccccc3)ccc21 (stereo not drawn) | 0% | i | nt | 1% | 3% | 0% | nt | 8% | nt
CC(C)(C)c1ccc(-c2noc(CNC(=O)c3ccco3)n2)cc1 | 0% | -20% | 2% | -7% | ? | 19% | 6% | 8% | i
Cc1ccc(OCCNC(=O)c2cccc(C)c2)cc1 | 0% | -5% | 2% | 9% | -10% | ? | -1% | -19% | i
CC12CCC(C(=O)N3CCCCCC3)(OC1=O)C2(C)C (stereo not drawn) | -8% | i | 1% | -15% | 4% | 2% | -3% | -8% | i
CCn1c(CSc2nc(C)cc(C)n2)nnc1SCC(=O)Nc1nc(-c2ccccc2)cs1 | 4% | -5%[57.5 µM] | -4% | -1% | 47%[activator] | 0% | 0% | 17% | i
CCc1cc(C(=O)OC)c(N2C(=O)C3C4C=CC(C4)C3C2=O)s1 (stereo not drawn) | -25% | i | 0% | -2% | 1% | -21% | -1% | 25% | i
COCCNC(=O)c1cc2c(-c3ccc(Cl)cc3)nn(C)c2s1 | 3% | i | -2% | 4% | 5% | ? | 14% | 8% | i
COc1ccc(-c2nnc(NC(=O)CSc3ccc(Cl)cc3)s2)cc1OC | 3%[1.53 µM] | i | -1% | 4% | 28% | 18% | 0% | 5% | i
N=C1/C(=C\c2ccc(OC(=O)c3ccc(F)cc3)cc2)C(=O)N=C2SC(N3CCOCC3)=NN12 | -5% | -2% | -2% | -26% | 9% | 11% | -17% | -3% | nt
COc1cc(OC)cc(-c2nc(-c3ccc4c(c3)[nH]c(=O)n4C)no2)c1 | 3% | -13% | nt | 2% | -12% | 23% | 2% | -7% | nt
O=C(CCSc1ccccc1)NCCSc1ccccn1 | -3% | -17%[57.5 µM] | 0% | 25% | 51%[activator] | 0% | 1% | -13% | i
O=C(OCc1nnc(-c2ccccc2)o1)C1=COCCO1 | 76%[activator] | i | 1% | -1% | 15% | -7% | -9% | 54% | i
O=C(CSc1nnc(-c2ccc(Cl)cc2)n1-c1ccc(Cl)cc1)N/N=C/c1ccccc1C(=O)O | 12% | i | -3% | 2% | 18% | -13% | -7% | 5% | i
CCOC(=O)c1c(C)n(C)c2ccc(OC)c(NS(=O)(=O)c3ccc(Cl)s3)c12 | -15% | -15%[57.5 µM] | 0% | 10% | 0% | 2% | 2% | 6% | i
CC(NC(=O)COC(=O)c1cc(=O)c2ccccc2o1)c1ccccc1 (stereo not drawn) | 25% | -14% | 2% | 7% | 3% | 6% | -11% | 4% | i
COC(=O)NCC(c1cccnc1)N1CCN(c2ccc(F)cc2)CC1 (stereo not drawn) | -5% | i | nt | 3% | -6% | 17% | nt | -3% | nt
Cc1ccc(C)c(OCCC(=O)OCC(=O)NC(=O)NC2CCCCC2)c1 | 0% | -21% | 0% | ? | -30% | -8% | 23% | 7% | i
Cc1ccc(C)c(Nc2cc(C)nc(-c3ccccc3O)n2)c1 | -1% | i | -2% | -37%[inhibitor] | ? | 14µM* | -17% | -14% | i
CC(OC(=O)/C=C/c1cccs1)C(=O)Nc1ccc(C(N)=O)cc1 (stereo not drawn) | -25% | ? | 0% | -17% | ? | -18% | -5%[1.84 µM] | -5% | i
CC(C)(C)c1ccc(S(=O)(=O)N2CCNC(=O)C2)cc1 | -3% | i | 3% | -4% | 6% | 0% | 2% | -16% | i
CN(C)S(=O)(=O)c1cccc(-c2cn3cc(Cl)ccc3n2)c1 | -1% | i | -1% | -6% | 0% | 2% | -4% | 1% | nt
COc1ccccc1N1CCN(CC(=O)Nc2ccc(CN3CCCCC3)cc2)CC1 | ? | i | -1% | 11% | ? | -10% | -1% | 10% | i
Cc1nc(CSc2nsc(/C=C/N(C)C)c2C#N)cs1 | 3% | -2% | 0% | -6% | 24% | ? | ? | 24% | i
COc1ccc(-c2cc(C(=O)OCC(=O)NC3CC3)c3ccccc3n2)cc1OC | -18% | -9% | -1% | -1% | 30%[activator] | -15% | 10% | 6% | i
CCc1ccc(NC(=O)c2cnc3n(c2=O)CCS3)cc1 | 4% | -41%[inhibitor] | 1% | -13% | 8% | 26% | -7% | -8% | i
CC(=O)Nc1ccc(S(=O)(=O)N(CC(=O)O)Cc2ccccc2)cc1 | 6% | i | nt | 1% | 3% | 2% | 2% | -8% | i
O=C(O)CCSc1nnc(COc2cccc3ccccc23)n1-c1cccc(Cl)c1 | -8% | -7% | 2% | 6% | -19% | 4% | 0% | ? | i
Cn1nc(C(=O)NCCc2ccc3c(c2)OCCO3)c2ccccc2c1=O | 2% | i | -1% | 12% | 53%[activator] | ? | 14% | -7% | i
O=C(NC1(C(F)(F)F)NC(=O)N(C2CCCC2)C1=O)C1CC1 (stereo not drawn) | 56% | i | -4% | -7% | 8% | -8% | -2% | -9% | i
COCCNC(=O)c1ccc(S(=O)(=O)N2CCCc3ccccc32)cc1 | -5% | i | 0% | 2% | -5% | 0% | 2% | -26% | i
Cc1ccc(C(=O)Nc2cccc(C(=O)OCc3cc(=O)n4nc(C5CC5)sc4n3)c2)cc1 | -5% | i | nt | -6% | -10% | 21% | nt | -4% | nt
CC(C)C(NS(=O)(=O)c1cccs1)C(=O)N(C)Cc1ccccc1 (stereo not drawn) | 17% | -6%[57.5 µM] | 1% | -1% | 9% | -2% | -4% | 3% | i
Cc1nnc(NC(=O)c2cc(S(=O)(=O)N3CCCCC3)ccc2Cl)s1 | -7% | -31%[inhibitor] | -4% | 2% | 13% | -14% | 1% | 16% | i
Cc1cc(=O)oc2cc3c(cc12)OCCO3 | 1% | i | 2% | 6% | 7% | -11% | 4% | -7% | i
C=Cc1ccc(Cn2c(=O)n(CCCOC)c(=O)c3sccc32)cc1 | -5% | -8% | -1% | 7% | 17% | 28% | 15% | 3% | i
CC(=O)c1cccc(NC(=O)c2noc3c2CCCC3)c1 | -3% | -15% | nt | -8% | 16% | 24% | nt | 2% | nt
CC1CCCCC12NC(=O)N(CC(=O)Nc1ccc3[nH]c(=O)[nH]c3c1)C2=O (stereo not drawn) | 1% | i | 1% | 6% | 8% | -10% | -2% | 3% | i
COC(=O)c1ccccc1NC(=O)C1=CC(c2ccc(C)cc2)=NS(=O)(=O)N1C | -3% | -38%[inhibitor] | nt | 4% | -18% | 16% | nt | 10% | nt
CCSc1nnc(NC(=O)c2ccco2)s1 | 4% | -5% | -3% | -2%[9.22 µM] | 18% | 22% | -11% | -49% | -112%*
COc1ccc(C(=O)C[n+]2cccc3cc(OC)ccc32)cc1 | ? | -26% | 2% | -11% | ? | 3% | 7% | 19% | i
